Screening results from PubChem.
Artemis inh: inhibitors of human Artemis endonuclease activity; recombinant Artemis, quenched FAM hairpin cleavage fluorescence; AID 686954; inhibition, % at 10 µM; actives 0.78% (n = 30,000);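 active = at 10 µM dose, at least 30% inhibition, measured as corrected fluorescence normalized to stimulator and neutral control wells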
Target sequence (Q96SD1 whole entry, looked up): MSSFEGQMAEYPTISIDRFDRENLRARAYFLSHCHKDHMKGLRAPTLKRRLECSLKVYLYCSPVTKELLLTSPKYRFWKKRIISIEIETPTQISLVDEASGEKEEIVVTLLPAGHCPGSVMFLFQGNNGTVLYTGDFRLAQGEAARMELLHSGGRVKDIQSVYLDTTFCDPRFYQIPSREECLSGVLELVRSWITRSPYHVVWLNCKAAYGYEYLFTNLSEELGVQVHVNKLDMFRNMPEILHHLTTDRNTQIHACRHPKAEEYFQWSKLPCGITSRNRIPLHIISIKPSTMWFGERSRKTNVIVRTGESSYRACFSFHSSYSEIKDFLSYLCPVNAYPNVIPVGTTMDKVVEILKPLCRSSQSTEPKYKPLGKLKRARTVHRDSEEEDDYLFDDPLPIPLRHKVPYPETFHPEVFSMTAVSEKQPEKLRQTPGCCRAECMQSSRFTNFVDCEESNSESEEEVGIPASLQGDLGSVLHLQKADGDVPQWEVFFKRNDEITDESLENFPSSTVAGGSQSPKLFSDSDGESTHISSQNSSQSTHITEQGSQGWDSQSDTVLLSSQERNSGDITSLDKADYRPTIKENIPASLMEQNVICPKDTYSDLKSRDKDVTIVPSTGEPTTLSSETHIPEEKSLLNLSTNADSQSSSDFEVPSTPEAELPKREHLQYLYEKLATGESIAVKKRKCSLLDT
Starred values were filed as active, the others as inactive.

SMILES	Artemis inh
CCc1ccc(N=CC2=C(O)CC(c3ccco3)CC2=O)cc1 (stereo unspecified)	2
CN1CCN(c2ccccc2NC(=O)c2cc(Br)ccc2Cl)CC1	1
CC1(C)SC2c3ccccc3C(=O)N2[C@@H]1C(=O)NCc1ccco1 (stereo partly specified)	-3
N#CC(C(=O)NCc1ccco1)c1nc2ccccc2nc1N1CCOCC1 (stereo unspecified)	18
c1ccc(-c2onc3c2CCCC3)cc1	6
CCOC(=O)c1cc2sccc2n1CC(=O)OC	-7
N#Cc1ccc(CSc2nnc(NC(=O)CN3C(=O)C4CC=CCC4C3=O)s2)cc1 (stereo unspecified)	8
COc1ccc(NC(C)=O)cc1NC(=O)CN1CCN(C2c3ccccc3-c3ccccc32)CC1	2
CCOC(=O)CNC(=O)CSc1ncnc2c1cnn2Cc1ccccc1	1
Nc1c(C(=O)c2ccccc2)oc2ccccc12	1
O=C(NCc1ccco1)c1cnn2c1NC(c1ccc(Br)cc1)CC2C(F)(F)F (stereo unspecified)	-3
Cc1ccc2c(c1)-c1c(ssc1=S)C(C)(C)N2C(=O)CSc1nncn1C	-5
O=S(=O)(NC1CC2CCC1C2)c1ccc(Br)s1 (stereo unspecified)	-2
CCC(=O)NC(NCC1CCCO1)C(Cl)(Cl)Cl (stereo unspecified)	-2
CO/N=C/NC(=O)c1ccc([N+](=O)[O-])c(CS(=O)(=O)c2ccc(Cl)cc2)c1	-12
Oc1ccccc1C1=Nc2nc3ccccc3n2C(c2ccccc2)C1 (stereo unspecified)	11
C=CCNc1cnn(-c2ccc(C)cc2)c(=O)c1Cl	4
COc1ccc(NC(=O)c2c(C)cc(=O)oc2C)c(OC)c1	-2
COCCNC(=O)c1ccc(CN2CCOCC2)cc1	-5
S=C(NCCC1=CCCCC1)Nc1ccccc1	4
CCN(CC)CCCOc1ccc(C)cc1Br	-5
CC(C)Oc1ccc(N2C(=O)c3ccccc3C2=O)cc1	3
COC(=O)c1c(NC(=O)Cn2cc([N+](=O)[O-])cn2)sc2c1CCC2	8
C=C(C)CSCc1nc2ccccc2[nH]1	-3
COc1ccccc1-n1cnnc1SCC(=O)Nc1cc(C(C)(C)C)nn1-c1ccccc1	-1
O=C(Nc1nccs1)c1cccc(NC(=O)c2ccco2)c1	1
Cc1nc2ccccc2n1CCC(=O)Nc1cccc(F)c1	8
CC(=O)N1CCC(C(=O)Nc2ccccc2)(N(Cc2ccccc2)C(=O)c2cccnc2)CC1	-4
O=C(O)CCc1ccc(-c2ccccc2)n1Cc1ccco1	4
CCN(CC)CCNC(=O)C1c2ccccc2C(=O)N(C)C1c1cn(C)c2ccccc12 (stereo unspecified)	-6
CS(=O)(=O)N(CCc1ccccc1)CC(=O)NCc1ccccn1	-8
CCOc1ccccc1-n1c(SCC(=O)NC2CCCC2)nnc1-c1ccoc1C	-1
O=C(NCc1ccccc1)c1cc(S(=O)(=O)N2CCOCC2)ccc1F	7
CC(=O)SCCC(=O)N1C(C)CCCC1C(=O)O (stereo unspecified)	1
O=C(Nc1ccc2c(c1)OCO2)c1cccc2c1C(=O)N(Cc1cccnc1)C2	15
N=c1n(CCN2CCOCC2)c2ccccc2n1CC(O)COc1ccccc1 (stereo unspecified)	-3
CC(=O)Nc1ccc(N2C(=O)CCC2=O)cc1C	-4
CCOc1ccccc1N1CN(CC)CNC1=S	55*
O=C(c1cccc(F)c1)N1CCC(N2CCCCCC2)CC1	-2
COc1ccc(OCC(=O)Nc2ccc(NC(=O)c3ccco3)cc2)cc1	-1
Cc1cc2ccccc2n1CCNC(=O)C1CCCC1	8
Cc1ccc(C(=O)Oc2cc(-c3ccccc3)no2)cc1	-2
COc1ccc(CCN(CC(=O)NC2CCCC2)C(=O)CCC(=O)Nc2cc(C)on2)cc1OC	3
O=C(Nc1ccc2c(c1)OCO2)C1CCCN(S(=O)(=O)Cc2ccccc2)C1 (stereo unspecified)	-9
CCN1C(=O)/C(=C\N2CCCc3ccccc32)SC1=S	0
NC(=O)c1c(N)sc(=S)n1-c1ccccc1	-10
O=C(COC(=O)Cc1cccs1)Nc1ccc(F)c(F)c1F	4
CC(=O)OCc1c(C(F)(F)F)nn(C)c1SCc1ccc(Cl)cc1	2
O=C(COC(=O)c1ccccc1NC(=O)c1ccco1)NCCC1=CCCCC1	-6
CCCNC(=O)NC(=O)CSc1nnc(C)n1N	-4
C=C(C)CSc1nnc2[nH]c(=O)cc(N)n12	9
CCCC/C(O)=C/c1nc2ccccc2[nH]c1=O	-7
CC(=O)c1ccc(C(C)(C)c2ccc(C(C)=O)s2)s1	-1
O=C(O)C1C2CCC(O2)C1C(=O)NCCC1=CCCCC1 (stereo unspecified)	8
O=C(COc1ccc(F)c(Cl)c1)c1ccc[nH]1	7
CCOC(=O)c1c(CN2CCOCC2)n(-c2ccccc2)c2cc(Br)c(O)c(CN(C)C)c12	8
O=C(c1ccc(Cl)cc1)N1CCN(c2ccc([N+](=O)[O-])c(NCc3cccnc3)c2)CC1	21
Cc1ccc(-c2n[nH]c3c2CCC3)cc1	-11
O=C(N/N=C/c1ccc(O)cc1)c1ccc(COc2cc(Cl)ccc2Cl)o1	9
O=c1[nH]c2ccc(S(=O)(=O)N3CCC(Cc4ccccc4)CC3)cc2o1	12

19 structures from above, arranged by count of non-hydrogen atoms, rising.
SMILES	Artemis inh
C=C(C)CSCc1nc2ccccc2[nH]1	-3
NC(=O)c1c(N)sc(=S)n1-c1ccccc1	-10
O=S(=O)(NC1CC2CCC1C2)c1ccc(Br)s1 (stereo unspecified)	-2
S=C(NCCC1=CCCCC1)Nc1ccccc1	4
CC(=O)c1ccc(C(C)(C)c2ccc(C(C)=O)s2)s1	-1
CCN1C(=O)/C(=C\N2CCCc3ccccc32)SC1=S	0
CC(C)Oc1ccc(N2C(=O)c3ccccc3C2=O)cc1	3
O=C(c1cccc(F)c1)N1CCC(N2CCCCCC2)CC1	-2
CCc1ccc(N=CC2=C(O)CC(c3ccco3)CC2=O)cc1 (stereo unspecified)	2
COC(=O)c1c(NC(=O)Cn2cc([N+](=O)[O-])cn2)sc2c1CCC2	8
Oc1ccccc1C1=Nc2nc3ccccc3n2C(c2ccccc2)C1 (stereo unspecified)	11
COc1ccc(OCC(=O)Nc2ccc(NC(=O)c3ccco3)cc2)cc1	-1
O=C(Nc1ccc2c(c1)OCO2)C1CCCN(S(=O)(=O)Cc2ccccc2)C1 (stereo unspecified)	-9
N=c1n(CCN2CCOCC2)c2ccccc2n1CC(O)COc1ccccc1 (stereo unspecified)	-3
CCOc1ccccc1-n1c(SCC(=O)NC2CCCC2)nnc1-c1ccoc1C	-1
CCN(CC)CCNC(=O)C1c2ccccc2C(=O)N(C)C1c1cn(C)c2ccccc12 (stereo unspecified)	-6
COc1ccccc1-n1cnnc1SCC(=O)Nc1cc(C(C)(C)C)nn1-c1ccccc1	-1
CC(=O)N1CCC(C(=O)Nc2ccccc2)(N(Cc2ccccc2)C(=O)c2cccnc2)CC1	-4
COc1ccc(NC(C)=O)cc1NC(=O)CN1CCN(C2c3ccccc3-c3ccccc32)CC1	2

(more compounds)
SMILES	Artemis inh
C=CCN1C(=O)C(Cc2ccccc2)S/C1=N/N=C/c1cccs1 (stereo unspecified)	10
CN1C(=O)/C(=C2\SC(=S)N(C(CCC(=O)O)C(=O)O)C2=O)c2ccccc21 (stereo unspecified)	3
CSCC[C@H](NC(=O)OC(C)(C)C)c1nnc(SCC(=O)Nc2c(C)cccc2C)o1	-5
CC(C)Cn1c2nc3ccccc3nc2c2c(=O)n(CCN3CCOCC3)cnc21	3
Oc1ccc(/C=N/NC(=S)NCC2CCCO2)cc1 (stereo unspecified)	1
N#Cc1c(SCc2ccccc2)nc(N2CCOCC2)c2c1CCCC2	3
COc1ccc(NC(=S)NCCCn2ccnc2)cc1	-2
COC(=O)c1ccccc1NC(=O)c1ccc(COc2ccc3c(c2)CCC3)cc1	2
CSc1nc2oc3c(c2c2nncn12)CC(C)(C)SC3	5
C=C(C)CSc1nnc([C@H](CCSC)NC(=O)OC(C)(C)C)o1	1
COc1ccc(C2=NOC(CN3C(=O)c4ccccc4S3(=O)=O)C2)cc1 (stereo unspecified)	-1
O=C1CC(C(=O)NC2CCCCC2)C(c2ccccc2)O1 (stereo unspecified)	-5
CCOC(=O)N1CC=C2C(C#N)=C(N)C(C#N)(C#N)[C@H](c3ccc(OC(C)C)c(OCC)c3)[C@H]2C1	7
CCC(=O)NS(=O)(=O)c1cccnc1Nc1ccc(Cl)cc1	6
CCc1n[nH]c2c1C(=O)CC(C)(C)C2	-8
O=C(Nc1ccc2nc(-c3cccnc3)[nH]c2c1)C1CCCCC1	-1
NS(=O)(=O)c1ccc(NC(=O)CN2CCN(Cc3ccccc3)CC2)cc1	-7
c1ccc(-c2cc3ccccc3nc2N2CCCC2)cc1	2
CCCc1cc(=O)n2[nH]c(-c3ccccc3)cc2n1	8
CC(=O)Nc1cc(OC(=O)c2ccco2)cc(OC(=O)c2ccco2)c1	0
Cc1cc(N2CCN(c3ccccc3)CC2)n2nnnc2n1	1
CCN1C(=O)N(C)C(N(O)C(=O)NC)C1(C)C (stereo unspecified)	9
O=C(C1CCCN(S(=O)(=O)c2cccs2)C1)N1CCN(C2CCCCC2)CC1 (stereo unspecified)	2
C=CCSC1=C(C#N)C(c2ccccc2OC)CC(=O)N1 (stereo unspecified)	2
CCOC(=O)c1cccc(NC(=O)CN2C(=O)C3C4C=CC(C4)C3C2=O)c1 (stereo unspecified)	-7
CCSc1nnc2c(Cl)cc(Cl)cn12	2
COc1ccc(/C=N/NC(=O)CSc2nnc(C)n2-c2ccccc2)c(OC)c1OC	-2
c1ccc(Nc2nc(N3CCNCC3)nc(N3CCOCC3)n2)cc1	-1
CC(=O)SC(C[N+](=O)[O-])c1cn(C(C)=O)c2ccccc12 (stereo unspecified)	8
COc1ccc(NC(=O)C2CCCCN2CC(=O)OCc2ccccc2)cc1OC (stereo unspecified)	-1
O=c1[nH]c(NCCO)nc2c1C1(CCCCC1)Cc1ccccc1-2	-3
CCN1CCN(CC(=O)Nc2nc3ccc(OC)cc3s2)CC1	9
CC(C)(C)n1nc2c(c1NC(=O)c1ccc(S(=O)(=O)N3CCCC3)cc1)CS(=O)C2 (stereo unspecified)	1
CN(C)c1ccc(NC(=O)c2ccc(COc3cccc(Cl)c3)o2)cc1	6
COc1ccc(Cl)cc1S(=O)(=O)Oc1ccc(NC(C)=O)cc1	-3
COc1ccc(N=C2C(=O)Nc3c(C)cccc32)cc1	5
CCN1CCN(C(c2ccccc2OC)c2nnnn2C2CCCCC2)CC1 (stereo unspecified)	-2
O=c1c2ccccc2c(C=NCCc2ccccc2)c(O)n1Cc1ccccc1	8
O=C(CN(c1ccc2c(c1)OCCO2)S(=O)(=O)c1ccccc1)NCC1CCCO1 (stereo unspecified)	1
CCCn1c2ccccc2c2nnc(SCC(=O)Nc3nnc(CC(=O)OCC)s3)nc21	2
COc1ccccc1NC(=S)NCCc1c[nH]c2ccccc12	-8
Cc1ccc(S(=O)(=O)CC(=O)c2ccc(C(C)(C)C)cc2)cc1	20
COc1ccc(OCCSc2nnnn2C2CCCCC2)cc1	6
COc1ccc(-n2nc(C(=O)O)nc2-c2ccccc2)cc1	-2
CCOC(=O)Cn1c(C)cc(=O)c2ccccc21	-1
O=C(Cn1c(=O)n(CC2CCCO2)c(=O)c2ccccc21)N1CCN(c2ccccc2)CC1 (stereo unspecified)	-8
O=C1CC(c2ccccc2)CN1C(=O)c1ccccc1 (stereo unspecified)	-7
CCNC(=S)N/N=C1\C(=O)c2cccc3cccc1c23	0
C=CCN1CCN(c2ccncc2S(=O)(=O)N2CCOCC2)CC1	-4
COc1ccc(N(C)S(=O)(=O)c2cccc(C(=O)NC3=NCCS3)c2)cc1	-6
CC(=C/C(=O)O)/C=C/c1ccc(Cl)o1	11
Cc1ccc2[nH]c(SCC(=O)N3CCOCC3)nc2c1C	-2
O=C(N=C1SCC(=O)N1c1ccccc1)c1ccco1	-8
CCOC(=O)C1=C(c2ccccc2)NC(SCC)=C(C#N)C1c1cccnc1 (stereo unspecified)	-2
O=C1c2ccccc2C(=O)N1CCC1=CCCCC1	-1
CC(=O)c1cc2c(cc1NC(=O)CCNC(=O)c1ccccc1Cl)OCO2	5
Cc1ccc(N/C=C/C(=O)c2sc(-c3ccccc3)nc2C)cc1	-5
NC(=O)C1CCN(C(=O)CSc2nc3ccccc3o2)CC1	-3
O=C(CN1C2=NCCN2c2ccccc21)c1ccc(Br)cc1	-5
O=[n+]1c2c(n([O-])c3c1CCC3)CCCC2	-2

Carrying on.
SMILES	Artemis inh
CCOC(=O)c1c(-c2ccccc2)oc2ccc(O)c(CN3CCOCC3)c12	3
Cc1c(Cl)cccc1NC(=S)NCCC(C)C	2
Cn1ncc(C#N)c1NC(=O)C1CC(c2ccc(Cl)cc2)=NO1 (stereo unspecified)	-5
Cc1cc(NC(=O)CCCSc2nc(-c3ccco3)cc(C(F)(F)F)n2)no1	8
CC(C)CNC(=O)C1CC(=O)OC12CCCCC2 (stereo unspecified)	2
COc1ccc(CCN2C(=O)CC(N3CCN(S(=O)(=O)c4ccccc4)CC3)C2=O)cc1 (stereo unspecified)	-13
Cc1ccc(-c2cc(C(F)F)n3ncc(C(=O)NCc4ccco4)c3n2)cc1	-9
CC(C)n1c(NCc2ccc(N(C)C)cc2)nc2ccccc21	-7
COc1cc2c(cc1OC)C(c1ccncc1)CC(=O)N2 (stereo unspecified)	-6
CC1=C(C)[N+](=O)C2(O)CCCCC2(C)N1[O-] (stereo unspecified)	-1
Cc1ccccc1NC(=O)Nc1cccs1	5
COc1ccccc1-c1ccc(NC2CCCC2)nn1	-4
O=c1oc2cc(O)ccc2cc1-c1ccc(F)cc1	1
Cc1ccc(C2CC(=O)NC(SCC(=O)OCc3ccccc3)=C2C#N)o1 (stereo unspecified)	11
NC(=O)CCc1c[nH]c2ccccc12	2
Cc1ccc(-c2cc(=O)[nH]c3ccccc23)cc1	5
C#CCOC(=O)c1ccccc1C(=O)OCC#C	1
CN(CCO)c1ccc([N+](=O)[O-])cc1C(=O)O	0
COc1ccc(NS(=O)(=O)c2cc(C)ccc2NC(=O)c2cc(C)oc2C)cc1	1
CNC(=O)/C=C1\NC(C)(C)Cc2c1ccc1ccccc21	1

Some of the entries so far, in CSV form:
structure,Artemis inh
CN(CCO)c1ccc([N+](=O)[O-])cc1C(=O)O,0
Cc1ccc(-c2cc(=O)[nH]c3ccccc23)cc1,5

Only part of the results is shown; the hit share may differ from the screen's.
